EWS-Fli block: EWS/Fli transcriptional activity inhibition; A673 NR0B1-luciferase reporter, viability-normalised; inhibition, % at 12.6 µM; 0.67% of 350,000 active;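 active = mean inhibition of at least 50% after viability correction, with every replicate also passing that limit; inconclusive = mean reaches 50% but only one of two replicates passes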;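 note: firefly luciferase signal divided by Alamar Blue viability fluorescence both relative to DMSO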
DENV2 CPE: inhibitors of DENV2 cytopathic effect | CPE inhibition, % at 9.99 µM | 1.7% of 350,000 active | DENV2-infected cells, cytopathic effect rescue, plate reader; in the data active = CPE inhibition above about 20%, passing the limit was not always enough; inconclusive = no clear call, values can overlap the other calls; tested in BHK-21 cells;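 note: 0% = median of neutral control wells and 100% = median of positive control wells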
PAX8 inh HTS: inhibitors of PAX8 transcriptional activity in RMG-I cells; RMG-I TPO-luciferase reporter, SteadyGlo, 24 h; inhibition, % at 12.6 µM; 1.2% of 360,000 active;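 active = mean replicate inhibition at least 60% with every replicate also reaching 60%; inconclusive = only one of the two criteria is met; inactive = mean below 60% and not all replicates reaching 60%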;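 note: luciferase light reporting Pax8 driven TPO promoter activity; plate controls were median of neutral control wells for no effect and mitoxantrone controls for full effect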
ARNT TACC3 PPI: ARNT/TACC3 interaction disruption; inhibition, % at 9.99 µM; Q9Y6A5; AID 623870; AlphaScreen His-ARNT PAS-B/GST-TACC3 binding, luminescence; TACC3 fragment carries E629A point mutation; 0.66% of 390,000 active;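 active = mean inhibition of replicates at least 50% and at least half of replicates each reaching 50%; inconclusive = half or more replicates reach 50% but mean below 50%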;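 note: 0% = complete ARNT plus TACC3 wells and 100% = ARNT alone without TACC3; many hits fall short of the cut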
SIRT5 block: sirtuin-5 (human) deacylase inhibition; Purified SirT5, succinyl-peptide AMC, trypsin-coupled fluorescence; 1.1% of 330,000 active; Q9NXA8; inhibition, % at 15 µM; in the data active = inhibition above about 15%; inconclusive = no clear call, values can overlap the other calls
Target sequence (Q9NXA8 whole entry, looked up): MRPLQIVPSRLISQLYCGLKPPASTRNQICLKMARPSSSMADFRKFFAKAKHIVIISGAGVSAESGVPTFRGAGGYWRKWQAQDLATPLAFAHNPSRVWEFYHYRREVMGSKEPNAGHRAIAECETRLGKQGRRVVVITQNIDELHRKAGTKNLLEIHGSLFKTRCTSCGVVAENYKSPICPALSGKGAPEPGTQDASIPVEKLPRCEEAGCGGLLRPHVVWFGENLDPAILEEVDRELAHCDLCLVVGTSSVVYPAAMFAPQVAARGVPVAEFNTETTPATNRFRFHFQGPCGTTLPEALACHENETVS
LGR2 antag: inhibitors of bursicon-induced Drosophila LGR2 receptor cAMP signaling | inhibition, % at 9.99 µM | 0.35% of 380,000 active | AID 720647 | HEK293 LGR2, CRE-luciferase, bursicon-stimulated, 4 h;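 active = drop in luminescence signal, shown as inhibition above about 50% in the replicate tests, limit read from the data, passing the limit was not always enough; inconclusive = probably only some replicates passing the limit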;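 note: agonist challenge used bursicon conditioned medium at about half maximal strength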
CASP6 VEID inh: inhibitors of human caspase-6; P55212; purified caspase-6, Z-VEID-R110 cleavage fluorescence; 0.53% of 350,000 active; inhibition, % at 12.5 µM; AID 686996;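 active = mean inhibition across replicates at least about 35%, with every replicate also reaching that limit, limit read from the data; inconclusive = only one of the two criteria met; inactive = neither criterion met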;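 note: 0% = median of neutral control wells and 100% = no fluorescence left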
Target sequence (P55212 24-179 limits assumed): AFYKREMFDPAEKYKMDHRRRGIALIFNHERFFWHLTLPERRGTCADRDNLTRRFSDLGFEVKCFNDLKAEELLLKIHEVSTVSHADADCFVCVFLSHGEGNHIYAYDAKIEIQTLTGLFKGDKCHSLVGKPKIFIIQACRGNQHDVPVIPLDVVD
Target sequence (P55212 194-293 limits assumed): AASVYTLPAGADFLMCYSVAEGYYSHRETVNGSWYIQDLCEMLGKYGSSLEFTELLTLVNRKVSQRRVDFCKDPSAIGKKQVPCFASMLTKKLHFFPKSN
Numbers without * were called inactive; u = inconclusive; x = no result given.

SMILES	EWS-Fli block	DENV2 CPE	PAX8 inh HTS	ARNT TACC3 PPI	SIRT5 block	LGR2 antag	CASP6 VEID inh
CCCCOc1cccc(C(=O)NC(=S)Nc2cccnc2)c1	-3	-3	11	-4	-3	-3	1
CCN1/C(=C/C=C/C=C/C=C/c2sc3ccccc3[n+]2CC)Sc2ccccc21	23	-4	10	-2	-2	-2	x
O=C(OCC(=O)c1c[nH]c2ccccc12)c1cncc(Br)c1	12	-6	14	0	3	28	2
C[C@@H]1CN([C@H](C)CO)C(=O)Cc2cc(NC(=O)NC3CCCCC3)ccc2O[C@H]1CN(C)C(=O)Nc1ccc(F)cc1	-2	0	-3	-7	1	1	0
CCOC=C1SC(=S)N(c2ccccc2OC)C1=O	5	-5	-11	x	-1	-6	1
COc1ccc(CCNC(=O)C(=O)NCC2CCCO2)cc1OC (stereo not given)	x	x	x	-9	1	15	-4
OCC[C@H]1C[C@H](O)[C@@H](O)[C@]2(OCCc3ccccc32)O1	-15	-4	-2	1	-1	-17	3
O=C(NC1CCCN(Cc2ccc(Cl)cc2)C1)C1CCC1 (stereo not given)	0	1	-13	-4	2	-3	0
Nn1c(SCC(=O)NCCc2ccc(F)cc2)nnc1C1CCCCC1	-4	-1	10	0	-2	5	3
CCN(CC)c1ccc(/C=N/O)cc1	-8	-5	-28	0	9	-20	-4
O=C(N[C@@H]1C[C@@H]2O[C@@H](CO)CC[C@@H]2O[C@@H]1CCc1ccc(-c2ccccc2)cc1)c1cnccn1	-2	19	9	x	1	x	4
COC(=O)Nc1ccc(S(=O)(=O)NC2CCS(=O)(=O)C2)cc1 (stereo not given)	4	2	8	28	2	3	-1
CN1/C(=C/C(=S)NC(=O)C2CCC2)C(C)(C)c2ccccc21	6	-5	5	2	15*	0	x
Cc1c(NS(=O)(=O)c2ccc(S(=O)(=O)c3ccccc3)s2)c(=O)n(-c2ccccc2)n1C	-11	14	-16	-11	-3	4	-2
O=C(C[C@H]1CC[C@@H]2[C@H](COC[C@H](O)CN2Cc2cccc(-c3ccncc3)c2)O1)N1CCOCC1	0	2	1	-6	-2	-24	4
O=C(COc1ccc(Br)cc1)NCCCNC(=O)c1ccncc1	x	-7	6	-8	0	-6	-1
Cc1ccc(CNC(=O)CS(=O)(=O)c2cn(CC(=O)N3CCOCC3)c3ccccc23)cc1	2	16	1	-3	2	12	-1
CCOP(=O)(OCC)C(NC(=O)Nc1ccc(Cl)cc1)C(=O)N(CC)CC (stereo not given)	-5	x	-6	x	x	-8	2
COc1cccc(CNC(=O)Cn2c(=O)oc3ccccc32)c1OC	-2	9	-14	-7	6	27	2
CCN(CC(=O)Nc1ccc2c(c1)OCCO2)C(=O)/C=C/c1ccc(F)cc1	-46	5	-71	x	1	x	2
CCn1c(C)c(C(C)=O)c(N2CCN(c3ccccn3)CC2)nc1=S	-4	-2	x	-9	-3	x	-10
CN1C(=O)c2cc(NC(=O)Cc3ccccc3)ccc2OC[C@@H]2O[C@H](CC(=O)NC3CCC3)CC[C@@H]21	-4	-4	4	4	-5	16	0
O=C(O)c1sc2ncccc2c1OCc1ccccc1	4	u	7	2	-7	-2	-1
COc1ccc(-c2csc(Cc3nc(O)cs3)n2)cc1	-91	2	-154	1	0	-106	7
COc1ccc(Cc2noc(-c3ccccc3)n2)cc1OC	1	-4	-5	x	-2	-29	1
Cc1ccc(CN2C(=O)c3ccccc3NC23CCN(Cc2ccccc2)CC3)cc1	13	-7	33	-3	-4	10	-4
C[C@H](CO)N1C[C@H](C)[C@H](CN(C)S(=O)(=O)c2ccccc2)Oc2ccc(NC(=O)CCCCCC(=O)Nc3ccccc3N)cc2CC1=O	41	-11	20	-2	5	1	0
COc1ccc(CCNC(=O)c2cc(C(C)C)on2)cc1OC	-7	-5	-35	-2	-3	-7	-3
C[C@H](CO)N1C[C@H](C)[C@H](CN(C)C(=O)Nc2ccc(F)cc2)Oc2ccc(NC(=O)c3ccncc3)cc2CC1=O	2	x	2	x	x	-11	x
Nc1ccn([C@@H]2O[C@H](CNCc3cc(Cl)ccc3OCc3ccc(Cl)cc3)[C@@H](O)[C@H]2O)c(=O)n1	-10	-1	-22	x	-5	-23	-3
Cc1ccc(Cl)cc1NC(=S)Nn1cnnc1	x	-6	14	x	-1	-11	-1
COC(=O)c1cc2c(c3c4cc(C)ccc4n(S(=O)(=O)c4cccc(C)c4)c13)C(=O)N(Cc1ccccc1OC)C2	-4	-6	6	x	x	x	1
O=C(NNC(=S)Nc1cccc(Cl)c1)c1ccccc1OC(F)F	x	x	15	12	x	-9	x
O=C(CCC(=O)N1CCOCC1)NCCc1ccccc1	-37	-1	-24	x	-1	1	-4
CCOc1ccc(NC(=O)CN(C)C(=O)c2cccnc2Sc2ccccc2Cl)cc1OCC	0	-3	2	2	3	-7	5
O=c1ccccn1CCOc1ccc(Cl)cc1	-16	-8	-17	-1	-2	-5	-3
O=C(CN1CCOCC1)NCC[C@@H]1CC[C@H](NC(=O)Nc2ccc(C(F)(F)F)cc2)[C@@H](CO)O1	-13	x	9	-13	2	8	-6
CC1Cc2ccccc2N1C(=O)CSc1nc2ccccc2s1 (stereo not given)	-49	7	-12	-4	-3	-21	1
O=C(c1cc(-c2ccc(Cl)cc2)n[nH]1)N1CCN(C(=O)c2ccco2)CC1	-7	-3	11	-15	0	-1	0
C[C@@H]1CN([C@@H](C)CO)C(=O)c2cc(NS(=O)(=O)c3cn(C)cn3)ccc2O[C@@H](C)CCCCO[C@@H]1CN(C)C(=O)Nc1cccc2ccccc12	-28	-18	14	8	x	6	x
CC(C)NC(=O)Nc1ccc2c(c1)C(=O)N([C@H](C)CO)C[C@@H](C)[C@H](CN(C)S(=O)(=O)c1ccc(Cl)cc1)O2	1	-1	-6	9	2	10	-1
Cc1ccc(CCNC(=O)CN2C(=O)COc3ccc(S(=O)(=O)N4CCCCC4)cc32)cc1	x	-2	15	1	-2	9	2
COc1cccc(-c2cnc3c(c2)C(=O)N([C@H](C)CO)C[C@H](C)[C@H](CN(C)S(=O)(=O)c2cccc(OC)c2)O3)c1	2	u	x	8	-2	-11	0
COc1ccc(CN(C)C[C@H]2Oc3ccc(NC(=O)Cc4cn(C)c5ccccc45)cc3CC(=O)N([C@H](C)CO)C[C@@H]2C)cc1	6	3	19	x	-3	3	0
CN(C)C(=O)[C@H]1[C@H](CO)[C@H]2Cn3c(cccc3=O)[C@@H]1N2CC1CCCCC1	-5	-1	-3	-7	2	3	3
CSc1ccccc1NC(=O)c1cc(Cl)sc1Cl	5	1	-1	-20	-5	2	4
COc1ccc(N2CCN(C(=O)C(=O)c3c[nH]c4ccccc34)CC2)cc1	x	3	4	6	2	0	2
Nc1cc(N2CCCCC2)c([N+](=O)[O-])cc1Cl	12	3	17	1	x	6	2
Cc1ccc2c(c1)P(=O)(O)c1cc(C)ccc1O2	-1	2	x	-5	-1	6	-1
Cc1cccc(C)c1NC(=O)CSC(=O)c1sc2ccccc2c1Cl	4	15	-6	-3	1	-3	0

Full records from above:
Entry for `Nc1cc(N2CCCCC2)c([N+](=O)[O-])cc1Cl` : EWS-Fli block: 12; DENV2 CPE: 3; PAX8 inh HTS: 17; ARNT TACC3 PPI: 1; SIRT5 block: x; LGR2 antag: 6; CASP6 VEID inh: 2
Entry for `COc1cccc(CNC(=O)Cn2c(=O)oc3ccccc32)c1OC` : EWS-Fli block: -2; DENV2 CPE: 9; PAX8 inh HTS: -14; ARNT TACC3 PPI: -7; SIRT5 block: 6; LGR2 antag: 27; CASP6 VEID inh: 2

Next section.
SMILES	EWS-Fli block	DENV2 CPE	PAX8 inh HTS	ARNT TACC3 PPI	SIRT5 block	LGR2 antag	CASP6 VEID inh
CCOc1ccc(N2C(=O)CC(N(CCc3ccc(OC)cc3)C(=O)/C=C/C(=O)O)C2=O)cc1 (stereo not given)	5	x	-4	-44	-3	-2	-5
CN(C(=O)Cn1nc(Cl)ccc1=O)C1CCCN(Cc2ccccc2F)C1 (stereo not given)	x	-4	3	34	-1	9	1
Cn1c(=O)c2c(c3ccccc31)OC(C)(C)C=C2	9	u	x	x	-1	13	-3
COc1ccccc1N1CCN(C2CCCN(Cc3ccc(Cl)cc3)C2)CC1 (stereo not given)	31	-1	-7	29	-7	8	-1
COc1ccc(S(=O)(=O)N(C)C[C@H]2Oc3ccc(NS(=O)(=O)c4ccc(F)cc4)cc3C(=O)N([C@@H](C)CO)C[C@H]2C)cc1	-1	-4	4	-2	5	-12	-2
CCc1nnc(NC(=O)CN2CCN(Cc3cccc(F)c3)CC2)s1	-7	-5	20	-11	-1	-2	3
O=C(NC1CCCCC1)C1CCN(C(=O)c2ccccc2Cl)CC1	1	-4	-4	-2	3	10	x
Cc1ccc(CNC(=O)COC(=O)c2ccc(Cl)c(N)c2)cc1	-30	0	1	5	0	16	1
CCN(CC)c1nc(N)n(CCSC(=S)N(C)C)c(=O)n1	-8	5	-5	-5	-3	-5	4
CCN1C(=O)[C@H]2[C@@H](c3ccc(C)cc3)N3C(=O)N(c4ccccc4)C(=O)[C@@]3(C)[C@H]2C1=O	-7	-8	-15	4	x	-4	19
COc1ccc(NC(=O)CN(C)CC(=O)NCc2ccc(C)cc2)cc1	0	10	-6	-2	-3	-10	-2
C[C@@H]1CCCCO[C@@H](CN(C)C(=O)Cc2ccccc2)[C@H](C)CN([C@H](C)CO)C(=O)c2cc(NC(=O)CCC(F)(F)F)ccc2O1	4	2	0	-2	x	2	x
CC(C)CC#Cc1ccc([C@H]2[C@@H](CO)N3C(=O)CN(C(=O)Nc4ccc(F)cc4)C[C@H]23)cc1	-2	6	x	x	1	13	0
CC(C)NC(=O)C(c1ccc(F)cc1)N(C(=O)CCC(=O)Nc1ccccn1)c1cccc(F)c1 (stereo not given)	-2	-1	1	x	-3	2	-1
Cc1csc(NC(=O)c2cc(C)on2)n1	-50	5	-139	x	1	-35	0
CCC(=O)Nc1ccc2c(c1)C(=O)N(C)C[C@H](OC)[C@H](C)CN(CC1CC1)[C@H](C)CO2	2	3	2	-9	1	7	4
COc1ccc2[nH]c(=O)c(CN(Cc3cccs3)C(=S)Nc3cccc(C)c3)cc2c1	-12	-5	2	x	-2	19	0
CC(C)CC#Cc1ccc2c(c1)O[C@H](CN(C)C(=O)C1CCC1)[C@H](C)CN([C@@H](C)CO)S2(=O)=O	16	5	x	2	7	-3	0
C[C@H](CO)N1C[C@H](C)[C@H](CN(C)C(=O)Nc2ccc(F)cc2)Oc2c(NC(=O)c3nc4ccccc4s3)cccc2C1=O	-6	31*	x	-9	5	-32	-1
COc1ccc(NC(=O)C(CCCCNC(=O)OC(C)(C)C)NC(=O)OCc2ccccc2)cc1 (stereo not given)	x	x	-18	0	x	-1	x
C[C@H]1CN([C@@H](C)CO)C(=O)c2cccc(NC(=O)c3cnccn3)c2O[C@@H]1CN(C)C	1	5	-25	-3	1	1	-1
CCOC(=O)c1cc(C)nnc1C(=O)OCC	-10	-8	10	x	-3	0	x
c1ccc(-c2ccc(C(c3ccccc3)n3ccnc3)cc2)cc1 (stereo not given)	9	u	4	-2	-3	12	-1
Cc1ccc(OCC(=O)NN2C(=O)c3ccccc3C2=O)cc1	3	-10	-5	-5	x	1	1
O=c1oc2ccccc2n1Cc1ccccc1F	5	-2	-5	5	-7	-14	-2
Nc1cc(=O)[nH]c(SCC(=O)c2ccc(O)cc2O)n1	10	1	-14	22	0	9	2
CCCC(O)C#Cc1cnc2c(c1)C(=O)N([C@H](C)CO)C[C@H](C)[C@H](CN(C)Cc1ccncc1)O2 (stereo not given in full)	-2	15	-5	-4	3	-18	-2
CCCCN(CC)C(=O)c1oc2ccc(S(=O)(=O)N3CCCC3)cc2c1C	x	0	11	2	5	-13	-2
O=C(NCCOc1ccccc1)c1ccccc1F	-55	8	-106	x	-3	1	-3
C=CCN(C(=O)c1csnn1)C(C(=O)NC1CCCCC1)c1ccc(C)cc1 (stereo not given)	-3	-1	9	4	-2	1	x
O=C(CCC(=O)Nc1ccc(F)cc1)N/N=C/c1ccccc1O	-10	3	-15	31	3	3	1

Screens: PubChem BioAssay, Broad Institute

Compounds were not picked by outcome. About 4.9% of those tested had a hit in this group.
